CendR NRP1 mod = modulators of CendR peptide binding to NRP-1, primary screen, biochemical, fluorescence polarization, uHTS | Neuropilin-1 (Homo sapiens), O14786 | inhibition, % at 25 µM | AID 602438, 2012 | 360,000 compounds, 0.85% hits | FAM-RPARPAR peptide binding to NRP-1;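 active = inhibition or corrected inhibition above about 18%, plus a signal ratio from 0.5 to 1.5, limit read from the data, passing the limit was not always enough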; also: strong numbers were not always called active
FAS TE block = FAS thioesterase domain inhibitors, primary screen, biochemical, fluorescence intensity, uHTS | inhibition, % at 15 µM | recombinant FAS-TE, OMFH fluorogenic substrate, fluorescence endpoint | AID 602261, 2012 | Fatty acid synthase (Homo sapiens), P49327 | 360,000 compounds, 0.67% hits;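 active = compounds whose normalised, plate-corrected inhibition of enzyme fluorescence in the single-dose primary screen is 50% or more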;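 also: 0% = DMSO with enzyme and 100% = substrate without enzyme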
SKN-1 inh = suppressors of acrylamide-induced Pgst-4::GFP reporter in worms, primary screen, SKN-1 inhibitor project, whole organism, uHTS, GFP/RFP fluorescence ratio, strain VP596 | inhibition, % at 21.8 µM | C. elegans VP596 Pgst-4::GFP/RFP ratio, 24 h | 360,000 compounds, 0.49% hits;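 active = interference check ratio from 0.5 to 1.5 plus GFP to RFP signal ratio inhibition reaching or exceeding a fixed threshold, cut at about 30% in these data, passing the limit was not always enough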; also: some compounds called inactive have numbers as strong as hits
MT1-MMP act inh = blockers of MT1-MMP proenzyme processing, primary screen, HT1080 RFP-PRO-GFP cells, GFP/RFP fluorescence. GFP/RFP ratio change, % at 20 µM. GFP/RFP ratio fluorescence, overnight; percent of plate control window, DMSO zero. 360,000 compounds, 0.061% hits. Matrix metalloproteinase-14 (Homo sapiens), P50281;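 active = GFP/RFP ratio change of at least 30% with cell ATP level not reduced by more than half and red fluorescence within 50% of control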; also: strong numbers were not always called active
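Material – HT1080 RFP-PRO-GFP cells · Control set – DMSO wells and RFP-L50D-GFP cells · Incubation – overnight cell settling, then overnight compound exposure, 37 °C, 5% CO2 · Compound dosing – single-point 20 µM compound, 1% DMSO · Read-out – GFP/RFP fluorescence ratio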
MLLE-PAM2 inh = inhibitors of PABP1 MLLE–PAM2 peptide binding, primary screen, biochemical, fluorescence polarization, FITC-PAM2, GST-MLLE. Polyadenylate-binding protein 1 (Homo sapiens), P11940. inhibition, % at 20 µM. 360,000 compounds, 0.36% hits; in the data active = inhibition above about 35%, passing the limit was not always enough;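 also: plate controls were DMSO wells with GST-MLLE for no effect and wells lacking GST-MLLE protein for full effect; some results filed as inactive read as strong as hits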
Rin1-Abl PPI inh = inhibitors of Rin1-Abl protein binding, primary screen, biochemical, TR-FRET; Tyrosine-protein kinase ABL1 (Homo sapiens) + Ras and Rab interactor 1 (Homo sapiens), …; inhibition, % at 7.35 µM; 360,000 compounds, 0.4% hits; in the data active = inhibition above about 5%, passing the limit was not always enough
Neddyl block = inhibitors of cullin neddylation, primary screen, biochemical, TR-FRET, uHTS, NAE and Ubc12. 360,000 compounds, 0.58% hits. calls only at 25 µM. AID 651699, 2012. NEDD8-conjugating enzyme Ubc12 (Homo sapiens) + NEDD8-activating enzyme E1 regulatory …; in the data active = inhibition above about 36%
eLon inh = inhibitors of E. coli Lon protease, primary screen, biochemical, fluorescence polarization; inhibition, % at 7.94 µM; purified E. coli Lon protease; 360,000 compounds, 0.42% hits; P0A9M0; AID 602123, 2011; in the data active = inhibition above about 13%, passing the limit was not always enough;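 also: 0% = enzyme with probe and DMSO and 100% = no enzyme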
Target sequence (P0A9M0 whole entry, looked up): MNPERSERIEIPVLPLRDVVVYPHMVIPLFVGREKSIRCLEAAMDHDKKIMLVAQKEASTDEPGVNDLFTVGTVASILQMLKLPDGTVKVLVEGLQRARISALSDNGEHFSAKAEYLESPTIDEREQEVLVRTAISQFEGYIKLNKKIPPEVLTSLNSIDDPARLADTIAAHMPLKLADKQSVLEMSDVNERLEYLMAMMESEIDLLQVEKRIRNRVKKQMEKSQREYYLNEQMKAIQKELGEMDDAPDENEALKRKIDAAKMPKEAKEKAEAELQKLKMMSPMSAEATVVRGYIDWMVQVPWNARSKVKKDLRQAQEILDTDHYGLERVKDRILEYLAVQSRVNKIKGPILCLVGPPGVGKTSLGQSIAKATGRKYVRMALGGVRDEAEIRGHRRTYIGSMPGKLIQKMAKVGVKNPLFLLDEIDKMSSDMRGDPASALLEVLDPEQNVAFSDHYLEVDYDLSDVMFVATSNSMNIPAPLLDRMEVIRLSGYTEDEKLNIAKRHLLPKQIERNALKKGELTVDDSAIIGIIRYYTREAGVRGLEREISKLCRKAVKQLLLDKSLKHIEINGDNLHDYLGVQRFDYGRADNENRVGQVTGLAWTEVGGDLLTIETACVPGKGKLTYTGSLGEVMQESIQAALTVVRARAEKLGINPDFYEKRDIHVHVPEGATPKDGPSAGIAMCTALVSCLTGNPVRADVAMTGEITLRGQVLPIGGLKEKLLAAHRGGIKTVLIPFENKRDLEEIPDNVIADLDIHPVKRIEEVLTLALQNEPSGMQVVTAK
MsrA act = bovine MsrA enzyme activators, primary screen, biochemical, absorbance, HTS; activation, % at 10.6 µM; purified bovine MsrA, absorbance read-out; AID 602163, 2012; 360,000 compounds, 0.3% hits; in the data active = activation above about 7.5%;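 also: 0% = vehicle and 100% = reference activator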
The depositor's hits bear a star; i = inactive; . = no result given.

cpd	SMILES	Rin1-Abl PPI inh	CendR NRP1 mod	eLon inh	MLLE-PAM2 inh	FAS TE block	MT1-MMP act inh	SKN-1 inh	Neddyl block	MsrA act
1	Cc1ccc(NC(=O)CNC(=O)c2ccco2)cc1Cl	2	-4	3	10	-3	0	6	i	0
2	OCCC1CN(CCCc2ccccc2)CCN1Cc1ccc(F)cc1 (centres undefined)	-1	-6	2	-10	-3	0	8	i	-3
3	Cc1ccc(NC(=O)c2ccc(COc3ccccc3)o2)nc1	3	4	-2	4	1	0	-7	i	-3
4	CC(NCCN(C)C)C(=O)C12CC3CC(CC(C3)C1)C2 (centres undefined)	2	10	5	-10	-8	1	2	i	-1
5	C=CCn1c(SCC(=O)Nc2ccc3c(c2)OCO3)nnc1-c1cc(Br)ccc1O	-2	2	-3	-30	2	11	-7	i	-1
6	CCOCCCNC(=O)c1ccc2c(=O)n(Cc3ccc4c(c3)OCO4)c(=S)[nH]c2c1	-2	6	6	-44	-4	3	0	i	-3
7	COc1ccc(NC(=O)CSc2ccc(F)cc2)cc1S(=O)(=O)N1CCCCC1	-2	8	-14	10	2	-2	7	i	1
8	COCC(=O)N(C)[C@H]1C[C@H]2c3[nH]c4ccccc4c3CCN2C(=O)[C@H]1[C@H](C)O	-2	-8	-2	2	-6	-1	24	.	-1
9	COc1ccc(-n2cc(CN3CCC(OC)CC3)c(-c3cccc(F)c3)n2)cc1	0	-9	2	3	-1	-4	-10	i	8.2*
10	O=C(COc1ccc2c3c(c(=O)oc2c1)CCCC3)N1CCN(c2ccccc2)CC1	-4	8	5	-1	43	2	-5	i	-4
11	O=C(CC12CC3CC(C1)CC(CC(=O)NC1=NCCS1)(C3)C2)NC1=NCCS1	0	-1	-1	6	-11	6	-33	i	-7
12	COC(=O)C(O)(NC(=O)c1ccncc1)C(F)(F)F (centres undefined)	2	9	2	-3	-3	3	-5	i	-3
13	Cc1nc2cc3c(cc2s1)OCO3	-3	-8	0	-11	-5	1	-1	i	-3
14	CCn1c(SCC(=O)O)nc2sc3c(c2c1=O)CCC3	-3	17	1	11	-2	-5	11	i	-3
15	O=C(NC(=S)N1CCCCC1CO)C12CC3CC(CC(C3)C1)C2 (centres undefined)	1	-13	5	29	-2	-2	4	i	-1
16	COc1cc(OC)cc(C(=O)OC/C(O)=C(\C#N)c2nc3ccccc3[nH]2)c1	0	-25	3	-10	-2	-6	-1	i	-4
17	O=C(Nc1ccc(N2CCN(C(=O)c3ccc(Cl)cc3)CC2)cc1)c1cc2ccccc2o1	-3	-2	4	-1	3	15	24	i	-2
18	COc1ccc(Nc2nnc(SCC(=O)N3CC(=O)Nc4ccccc43)s2)cc1	-3	-4	-2	-22	-3	6	-1	i	-2
19	Cc1nnc(SCC(=O)N2CCN(S(=O)(=O)c3ccc(Cl)cc3)CC2)[nH]c1=O	2	3	-4	7	0	8	-2	i	2
20	COc1ccc(C(C)(NC(C)=O)c2nc(-c3cccc(C(F)(F)F)c3)cs2)cc1 (centres undefined)	-1	11	5	-1	26	0	5	i	0
21	Cn1c(C(=O)N2CCN(c3nc4ccccc4s3)CC2)cc2sccc21	-1	2	4	16	4	-3	11	i	-1
22	CCN(CC)C(=O)c1cccc(-c2csc(C(O)c3cccc(Cl)c3)n2)c1 (centres undefined)	0	-9	-11	-13	8	-4	-3	i	0
23	CCN1C(=O)[C@H]2[C@@H](c3ccc(OC)cc3)N[C@]3(CCCN(Cc4ccc(C(F)(F)F)cc4)C3=O)[C@H]2C1=O	1	1	-4	7	1	1	3	i	-2
24	COc1ccc(-n2c(CN3CCC(C(N)=O)CC3)nc3ccc([N+](=O)[O-])cc3c2=O)c(OC)c1	-2	-6	5	1	-1	-1	-5	i	-3
25	O=C(CSc1nnc(COc2ccc(Cl)cc2)o1)N1CCCC1	2	18	-3	-30	-4	-2	-2	i	1
26	COc1ccc2[nH]cc(CCNC(=O)Nc3ccccc3C)c2c1	-3	-1	-1	-10	0	4	14	i	-6
27	CCCCN(C(=O)c1ccc(C#N)cc1)c1c(N)n(CCC)c(=O)[nH]c1=O	-1	5	3	3	-5	1	-3	i	-3
28	CCn1cc(CNC(=O)c2ccc3nc(Cc4ccccc4F)oc3c2)cn1	4	1	-5	11	-16	-5	11	i	-2
29	CCCCC(=O)OCc1c(-c2cccc(OC)c2)ncc2ccccc12	-1	-16	4	-7	30	-2	10	i	0
30	O=C(Cn1[nH]c(=O)c2ccccc2c1=O)NC1CCN(Cc2ccccc2)CC1	-2	2	-9	6	-6	5	-14	i	-1

Sorted by count of non-hydrogen atoms (ascending): 11 of the compounds above
cpd	SMILES	Rin1-Abl PPI inh	CendR NRP1 mod	eLon inh	MLLE-PAM2 inh	FAS TE block	MT1-MMP act inh	SKN-1 inh	Neddyl block	MsrA act
13	Cc1nc2cc3c(cc2s1)OCO3	-3	-8	0	-11	-5	1	-1	i	-3
12	COC(=O)C(O)(NC(=O)c1ccncc1)C(F)(F)F (centres undefined)	2	9	2	-3	-3	3	-5	i	-3
4	CC(NCCN(C)C)C(=O)C12CC3CC(CC(C3)C1)C2 (centres undefined)	2	10	5	-10	-8	1	2	i	-1
26	COc1ccc2[nH]cc(CCNC(=O)Nc3ccccc3C)c2c1	-3	-1	-1	-10	0	4	14	i	-6
29	CCCCC(=O)OCc1c(-c2cccc(OC)c2)ncc2ccccc12	-1	-16	4	-7	30	-2	10	i	0
22	CCN(CC)C(=O)c1cccc(-c2csc(C(O)c3cccc(Cl)c3)n2)c1 (centres undefined)	0	-9	-11	-13	8	-4	-3	i	0
8	COCC(=O)N(C)[C@H]1C[C@H]2c3[nH]c4ccccc4c3CCN2C(=O)[C@H]1[C@H](C)O	-2	-8	-2	2	-6	-1	24	.	-1
9	COc1ccc(-n2cc(CN3CCC(OC)CC3)c(-c3cccc(F)c3)n2)cc1	0	-9	2	3	-1	-4	-10	i	8.2*
17	O=C(Nc1ccc(N2CCN(C(=O)c3ccc(Cl)cc3)CC2)cc1)c1cc2ccccc2o1	-3	-2	4	-1	3	15	24	i	-2
24	COc1ccc(-n2c(CN3CCC(C(N)=O)CC3)nc3ccc([N+](=O)[O-])cc3c2=O)c(OC)c1	-2	-6	5	1	-1	-1	-5	i	-3
23	CCN1C(=O)[C@H]2[C@@H](c3ccc(OC)cc3)N[C@]3(CCCN(Cc4ccc(C(F)(F)F)cc4)C3=O)[C@H]2C1=O	1	1	-4	7	1	1	3	i	-2

Remaining list, next part:
cpd	SMILES	Rin1-Abl PPI inh	CendR NRP1 mod	eLon inh	MLLE-PAM2 inh	FAS TE block	MT1-MMP act inh	SKN-1 inh	Neddyl block	MsrA act
31	Cc1nnc(SCC(=O)Nc2nccs2)n1N	1	1	0	0	-6	2	-10	i	-11
32	COc1ccc(NC(=O)COC(=O)CCNS(=O)(=O)c2ccc(Cl)cc2)cc1	-3	-3	-3	-14	7	-1	-2	i	-4
33	CCOc1ccc(Cn2ccnc2)cc1[N+](=O)[O-]	-1	2	-3	-1	-9	7	-2	i	-1
34	COC(=O)C1=C(C(=O)OC)C(c2ccccc2O)c2sc(=O)[nH]c2S1 (centres undefined)	-2	15	8	45*	-3	-20	-9	i	-10
35	CC1=C(C(=O)N2CCOCC2)CC(CC(=O)NCc2ccco2)C(=O)N1CCC1=CCCCC1 (centres undefined)	0	-9	-6	1	-4	-4	0	i	-3
36	Cc1occc1C(=O)Nc1cc(=O)n(C)c(=O)n1C	1	9	6	37	-7	-10	18	i	-1
37	Cc1ccc(S(=O)(=O)NCCCNC(=O)N2CCOCC2)cc1	-1	-13	4	-7	-8	-1	1	i	-2
38	CC(C)CC(=O)NC(=S)Nc1ccc(S(=O)(=O)NC(C)(C)C)cc1	0	-13	8	4	-2	2	1	i	-7
39	C[C@H](CO)N1C[C@H](C)[C@@H](CN(C)S(=O)(=O)c2cccs2)Oc2ccc(NC(=O)CCC(F)(F)F)cc2C1=O	5	2	0	0	-9	1	-8	i	-13
40	COc1cccc(-n2c(SCC(=O)N3c4ccccc4CC3C)nnc2-c2ccco2)c1 (centres undefined)	-2	0	-2	-8	12	-3	-6	i	0
41	CC1(C(=O)NCC2CC2)CCN1C(=O)C1(c2ccc(Cl)cc2)CC1 (centres undefined)	-1	6	-1	-2	-10	0	-8	i	-7
42	CCCC(NS(=O)(=O)c1ccc(OC)cc1)C(=O)O (centres undefined)	1	-7	4	-2	-7	2	25	i	-3
43	Cc1ccc(S(=O)(=O)N2CCCCC2)cc1NC(=O)C1CC(=O)N(c2ccc3c(c2)OCCO3)C1 (centres undefined)	4	7	-1	-16	-1	0	-8	i	-4
44	Cc1nn(CCOc2cccc(Br)c2)c(C)c1[N+](=O)[O-]	-2	-9	-4	8	12	6	3	i	-3
45	COc1cccc(-c2cc(C(=O)NCc3ccco3)no2)c1	-2	-5	-10	-3	-2	3	17	i	0
46	COc1ccc(N2CCN(C(=O)C(=O)c3c[nH]c4ccccc34)CC2)cc1	1	16	0	-4	-10	3	-6	i	-4
47	CC(=O)N(Nc1ccccc1)c1ccccc1	-1	5	10	6	-4	-4	14	i	-2
48	O=C(CSc1nnnn1-c1cccc(F)c1)Nc1nc2ccccc2s1	1	1	-6	-30	3	6	2	i	-3
49	CCCCCn1c(C)c2c(OCC)cccc(=O)c2c1C	-1	-6	-6	-8	-2	-12	-5	i	-3
50	O=C(CCc1nc2ccccc2c(=O)[nH]1)Nc1ccc(N2CCCCC2)cc1	2	-2	-6	-14	-3	-2	3	i	-3
51	Cc1cc(F)cc(-c2cc(C(=O)NCc3cccc(Cl)c3)[nH]n2)c1	1	0	-17	9	9	1	11	i	1
52	O=C(NNC(=O)c1ccccc1O)c1ccc(Br)cc1	-2	1	-1	2	3	4	-11	i	-1
53	CC1(C)OC(=O)C(=CNC(CO)C(=O)O)C(=O)O1 (centres undefined)	-1	4	18*	-6	-1	4	-4	i	0
54	Cc1ccc(CSCC(=O)N/N=C/c2ccc(OCC(=O)Nc3ccc(C)cc3)cc2)cc1	1	2	-4	6	0	-3	31	i	1
55	c1coc(CNc2nc3ccccc3s2)c1	1	-11	8	-18	0	-3	19	i	-3
56	C[C@H](CO)N1C[C@H](C)[C@@H](CN(C)Cc2ccc(C(=O)O)cc2)Oc2c(NC(=O)c3ccncc3)cccc2C1=O	5	0	-6	-1	3	0	8	i	-1
57	CCOC(=O)C1(CC2CCCCO2)CCN(S(=O)(=O)c2ccc(OC)cc2)CC1 (centres undefined)	2	-3	8	7	1	-1	11	i	-1

Screens: PubChem BioAssay, several laboratories
